TNF necrop inh – inhibitors of TNF-alpha induced necroptosis in Jurkat FADD-/- cells; Jurkat FADD-/- TNF necroptosis rescue, ATP luminescence, 24 h; 0 = TNF only, 100 = no-TNF cells; hit rate 0.068% among 220,000; activation (protection from cell death), % at 10 µM;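 active = activation, meaning protection from cell death, of at least 50% relative to plate controls; inactive = activation below 50%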;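 also: necroptosis triggered by 40 ng/mL TNF-alpha added together with compound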
TRPN1 ag – zebrafish TRPN1 (NompC) channel agonism. HEK293 zebrafish TRPN1-YFP, Fluo-8 calcium fluorescence; 100% = response to 87 µM carbachol. activation, % at 3 µM. hit rate 0.18% among 220,000. AID 1424;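 active = activation above its plate's cutoff, the mean activation of test wells on that plate plus 3 SD, cut at about 19% in these data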;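 also: 0% = DMSO alone and 100% = 87 µM carbachol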
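Material: zebrafish TRPN1-YFP in HEK293 cells. Doses: one dose of 3 µM, 0.3% DMSO. Incubation: dye 1 h 37 °C plus 30 min RT. Measured by: intracellular calcium fluorescence with Fluo-8.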
Wee1 degr inh – inhibitors of human Wee1 degradation; HeLa Luc-Wee1K328M stability, luciferase luminescence; 100% = proteasome inhibitor MG132 effect; P30291; AID 1321; reporter increase, % at 5 µM; hit rate 1.2% among 220,000;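 active = activation above the mean of all tested compounds plus 3 SD, set per screening run, cut at about 8.8% in these data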;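 also: cells exposed to compound for 20 h before luminescence read; 0% = DMSO alone and 100% = MG132 at 30 µM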
Target sequence (P30291 whole entry K328M): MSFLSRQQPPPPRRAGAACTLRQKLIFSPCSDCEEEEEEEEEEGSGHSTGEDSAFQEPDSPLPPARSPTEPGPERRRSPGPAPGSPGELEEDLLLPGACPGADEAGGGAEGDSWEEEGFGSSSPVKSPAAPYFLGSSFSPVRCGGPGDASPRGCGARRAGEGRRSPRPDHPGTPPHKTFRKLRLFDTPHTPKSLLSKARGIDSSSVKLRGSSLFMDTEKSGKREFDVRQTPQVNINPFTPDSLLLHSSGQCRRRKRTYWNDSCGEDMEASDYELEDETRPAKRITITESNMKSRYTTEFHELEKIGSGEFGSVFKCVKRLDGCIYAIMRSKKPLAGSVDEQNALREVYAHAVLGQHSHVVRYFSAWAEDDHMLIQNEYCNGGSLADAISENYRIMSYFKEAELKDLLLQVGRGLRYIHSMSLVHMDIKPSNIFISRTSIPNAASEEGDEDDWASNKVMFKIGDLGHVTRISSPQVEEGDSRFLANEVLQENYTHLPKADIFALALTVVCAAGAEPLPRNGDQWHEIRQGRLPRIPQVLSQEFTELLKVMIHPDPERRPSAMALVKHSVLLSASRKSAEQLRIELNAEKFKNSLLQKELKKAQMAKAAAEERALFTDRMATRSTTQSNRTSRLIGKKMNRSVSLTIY
BaF3 tox – reduces parental Ba/F3 cell viability, JAK2V617F counter-screen; CellTiter-Glo ATP luminescence; inhibition, % at 5.6 µM; hit rate 1.1% among 220,000; AID 1486;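 active = inhibition above a per-campaign cutoff, the mean inhibition of all tested compounds plus 3 SD, cut at about 27% in these data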;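 also: 0% = DMSO wells and 100% = JAK Inhibitor I control wells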
PPC-1+TRAIL kill – kills PPC-1 cancer cells in the presence of TRAIL. PPC-1 cells + TRAIL, ATPLite viability luminescence. cell killing (% activity), % at 4 µM. hit rate 0.41% among 220,000. AID 1443;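 active = cell killing above 50% in the first pass at 4 µM, then a duplicate retest at 5 µM averaging 50% or more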;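 also: plate controls were cells with TRAIL plus DMSO for no effect and medium-only wells lacking cells for full effect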
Ba/F3 V617F tox – reduce viability of Ba/F3 cells dependent on JAK2V617F | Ba/F3 EpoR-JAK2V617F viability, ATP luminescence | inhibition, % at 5.6 µM | hit rate 1.1% among 220,000;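 active = inhibition above the campaign mean plus 3 SD over all tested compounds, cut at about 24% in these data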;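 also: cytokine-independent growth of Ba/F3 cells driven by EpoR plus mutant JAK2; 0% = DMSO-treated cells and 100% = JAK inhibitor I control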
RBBP9 inhibitor – human RBBP9 hydrolase inhibition; inhibition, % at 7.94 µM; hit rate 0.2% among 220,000; O75884; recombinant RBBP9, FP-Rh probe fluorescence polarization;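 active = inhibition above the campaign mean of all tested compounds plus 3 SD, cut at about 14% in these data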;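 also: plate controls were DMSO wells with RBBP9 for no effect and wells lacking RBBP9 protein for full effect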
Target sequence (O75884 whole entry, looked up): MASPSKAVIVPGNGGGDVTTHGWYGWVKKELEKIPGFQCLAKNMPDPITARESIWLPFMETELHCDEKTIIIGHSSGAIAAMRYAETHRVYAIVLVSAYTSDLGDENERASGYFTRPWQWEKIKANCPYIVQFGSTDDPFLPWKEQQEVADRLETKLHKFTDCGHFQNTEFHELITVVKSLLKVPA
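Measured by – fluorescence polarization · Test system – RBBP9 protein · Input – 2.5 µM RBBP9 dispensing solution, before mixing · Measure – percent inhibition from mP, scaled between DMSO and no-protein wells · Benchmarks – DMSO-treated enzyme wells and wells lacking RBBP9 · Times – preincubation 30 min plus labeling 45 min at 25 °C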
CHOP inh – inhibitors of CHOP induction in ER stress response | hit rate 3.8% among 220,000 | inhibition, % at 10 µM | CHO-K1 CHOP-promoter luciferase, tunicamycin-induced, 15-18 h;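 active = compounds that reduced the stress-induced luciferase reporter signal by more than about 70% of percent inhibition, limit read from the data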;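 also: 0% = tunicamycin plus vehicle and 100% = wells without tunicamycin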
TRPML3 agonist – activates the human TRPML3 channel | activation, % at 3 µM | Q8TDD5 | HEK293 TRPML3-YFP, Fluo-8 calcium fluorescence; 100% = the carbachol control signal | hit rate 0.29% among 220,000;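 active = activation above its plate's cutoff, the mean activation of the plate's test wells plus 3 SD, cut at about 12% in these data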;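 also: 0% = DMSO only wells and 100% = carbachol wells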
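Material: HEK293 cells stably carrying human TRPML3-YFP; compound dosing: single dose, 3 µM final nominal compound, 0.3% DMSO final; incubation: 1-h 37 °C dye load, 5-s basal, 120-s post-compound reads; technique: Fluo-8 intracellular calcium fluorescence, excitation 470-495 nm, emission 515-575 nm; read-out basis: percent activation from peak-to-basal fluorescence ratio, scaled between DMSO and carbachol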
The depositor's hits bear a star; [ ] = dose if it differs, or a comment.

Every second line gives: TRPN1 ag, TNF necrop inh, Wee1 degr inh, PPC-1+TRAIL kill, RBBP9 inhibitor, BaF3 tox, Ba/F3 V617F tox, CHOP inh, TRPML3 agonist
> CCCCCOC(=O)C1C2C=CC3(CN(c4ccccc4C)C(=O)C13)O2 (stereo not given)
 : 0.6, -0.8, -2.5, 0.5, -6.2, 2.3, 2.2, 12.2, 0.5
> N#Cc1ccccc1NC(=O)CNc1ccccc1N1CCCCC1
 : -1.4, 0.4, 3.0, -13.0[5 µM], -2.4, 3.0, -3.0, 57.9, -0.3
> CCSc1nnc2c(n1)[nH]c1c(C)cccc12
 : 4.9, -5.0, 0.1, 13.7, -7.4, 0.8, -1.1, 41.7, 1.8
> OC(COCc1ccc2c(c1)OCO2)CN1CCCCC1 (stereo not given)
 : 1.3, 0.8, 3.9, -11.5, -12.0, 4.0, 2.2, 15.8, 1.2
> O=c1[nH]cc(COCC(F)CCl)c(=O)[nH]1 (stereo not given)
 : -0.3, 2.2, 3.7, 8.6, 4.9, -3.4, -5.0, 3.2, -0.8
> CCC(c1nnnn1CCc1ccccc1)N1CCN(C(=O)c2ccco2)CC1 (stereo not given)
 : 0.2, 1.0, -1.1, 41.8, 3.3, 4.1, 1.2, 23.3, 0.3
> O=[N+]([O-])c1ccc(NCCCO)c(S(=O)(=O)N2CCOCC2)c1
 : 1.4, 0.8, 0.8, 31.6, -1.8, 2.6, -1.8, 1.2, 0.7
> COc1ccc(CNC(=O)C2CSCCS2)cc1 (stereo not given)
 : -0.3, 2.4, -0.5, 3.5, -5.5, 0.2, -3.4, -16.2, 0.2
> O=C(NCC(=O)N1CC(O)CC1C(=O)N1CC(O)CC1C(=O)OCc1ccccc1)OCc1ccccc1 (stereo not given)
 : -0.4, 1.0, 1.7, 10.0, 1.6, 5.6, -2.1, 10.6, 0.9
> Cc1ccc(C2Nc3ccccc3C(=O)N2CCCN2CCOCC2)cc1 (stereo not given)
 : 1.6, 0.7, -2.1, 4.4, -6.5, -0.4, 1.1, -23.6, 0.7
> O=C(COC(=O)/C=C/c1ccccc1[N+](=O)[O-])NCC(F)(F)F
 : 0.7, -1.0, 0.0, 22.5, 0.3, 7.1, 3.5, 2.9, 0.6
> Cc1ccnc(NC(=O)c2cc(-n3cnnc3)ccc2Cl)c1
 : -0.6, -1.1, 1.1, 4.1, -5.8, 7.4, 0.4, 12.6, 0.8
> CC(=O)Nc1ccc(NC(=O)CN(c2cc(Cl)ccc2Cl)S(C)(=O)=O)cc1
 : -0.8, 0.3, 4.8, 8.3, 1.7, 0.1, -4.5, -3.2, -0.1
> CCOC(=O)C1CCCN(c2c(N3CCN(c4cccc(Cl)c4)CC3)c(=O)c2=O)C1 (stereo not given)
 : 0.4, 1.3, 1.6, 19.6, 1.3, 3.0, -4.9, 3.0, 0.6
> CCOC(=O)c1cnc2cc(-c3ccc(C(C)(C)C)cc3)nn2c1N
 : 1.5, -2.8, 1.6, 3.5, -3.7, 4.4, -3.0, -0.4, 1.2
> Cc1cc(N2CCCC2)nc2ccc(NC(=S)NC(C)C)cc12
 : 0.0, -1.0, -1.6, 17.8, -9.3, 8.3, 4.1, -8.9, 0.4
> CCOC(=O)c1c(C)[nH]c(C2=NNC(=NC3CC3)SC2)c1C
 : 0.5, 1.4, -4.1, 19.5, -3.3, 1.8, 1.2, 60.2, 0.6
> Cc1ccc(C(=O)OCC(=O)Nc2ccc3[nH]c(=O)[nH]c3c2)cc1[N+](=O)[O-]
 : 2.1, 0.7, 0.6, -4.1, -12.6, -2.9, -4.2, 6.1, 0.5
> CC(C)/C=C1\CC/C(=C\c2ccc(N(C)C)cc2)C1=O
 : 22.2*, -0.9, 0.5, 6.8, -8.7, 4.0, -5.4, -50.6, 7.9
> COc1ccccc1C(CCN(Cc1ccccc1)C(C)=O)c1ccco1 (stereo not given)
 : -2.3, -1.4, -0.9, 11.3, -3.3, -9.3, 0.3, 20.8, -0.8
> CCOc1ccccc1Nc1nnc(SCC(=O)Nc2cc(C)on2)s1
 : -1.5, -0.5, 0.2, -10.0, -1.9, -1.0, -1.3, 53.5, -1.4
> CCCc1nc(SCC(=O)Nc2nnc(CC)s2)c2c(C)c(C)sc2n1
 : 0.2, -3.3, 3.0, 17.9, -11.9, 4.2, -1.4, 47.1, 0.3
> O=C(NCCCn1ccnc1)/C(=C\c1cccnc1)NC(=O)c1ccco1
 : 0.2, 1.4, -2.4, -5.2, -8.7, 1.5, -5.0, -2.7, 1.0
> O=C(Nc1nc(-c2cccc([N+](=O)[O-])c2)cs1)c1cccc([N+](=O)[O-])c1C(=O)O
 : -0.3, 1.5, -3.1, 13.5, -4.4, 5.3, 1.9, 14.4, 0.5
> Cc1ccc(S(=O)(=O)N2CCCCC2)cc1NC(=O)Cn1c(=O)cnc2ccccc21
 : -0.2, 0.6, 2.7, 13.1, 2.3, 11.3, 7.0, 6.6, 0.6
> CC(=O)Nc1cc(C(=O)OCC(=O)c2ccc(C)cc2)ccc1C
 : 0.5, -0.3, -0.9, 11.8, -10.4, 3.0, -0.7, 32.4, 0.5
> CC(C)(C)c1cc(-c2ccccc2)n[nH]1
 : 0.1, 5.6, -3.3, -7.4, -4.1, -0.9, -3.5, -12.8, -0.2
> Cc1ccc(C(=O)O)cc1NC(=O)CN1C(=O)C2C3c4ccccc4C(Br)(c4ccccc43)C2C1=O (stereo not given)
 : 0.5, 1.0, 2.6, 1.0, -3.7, 3.4, -0.7, 5.2, 0.2
> O=C(CN1CCCCC1)NC(=O)NC1CCCC1
 : 0.7, 3.0, 1.5, 25.8, -4.4, 1.5, -5.2, 46.7, 0.7
> O=c1cc(Nc2ccc3c(c2)OCO3)[nH]c(=O)n1-c1ccc(Br)cc1
 : -0.9, -2.5, -2.3, 21.4, 0.8, 0.9, -4.2, 76.6*, 0.2
> CCOc1ccc(Cn2nnc(C(=O)NCCc3ccc(Cl)cc3)c2N)cc1
 : 0.7, -1.3, 2.2, 1.3, -12.6, 2.9, 1.5, 2.3, 0.3
> CCOc1cc(NC(=O)c2ccco2)c(OCC)cc1NC(=O)Cc1ccc(OC)c(OC)c1
 : 0.3, -0.1, 0.7, -14.8, -3.7, 4.0, 4.3, -2.4, -0.2
> CCOC(=O)COc1nc2c(c(-c3ccco3)c1C#N)CCc1ccccc1-2
 : 1.3, -1.0, -0.5, 11.2, -3.9, -4.0, 1.9, 8.9, 0.4
> O=C1CSC(=Nc2ccccc2Cl)N1
 : 0.6, 0.9, -2.6, 10.3, 1.2, 1.7, -1.8, -7.3, -1.1
> CCCCNC(=O)C1C2C=CC(C2)C1C(=O)O (stereo not given)
 : 1.5, 3.1, 0.4, 13.2, -3.1, 5.5, -3.0, -0.3, 1.2
> COc1ccc(NC(=S)NCc2cccs2)cc1OC
 : 0.0, -2.2, -2.9, 5.4, -0.2, 0.2, -0.5, -18.8, -0.2
> COCCNC(=S)N/N=C(\C)c1ccc(Cl)c(Cl)c1Cl
 : -1.5, -2.0, -3.0, 10.6, -5.3, 1.6, 4.0, -2.1, 0.3
> CC(/C=C/C=C/c1ccccc1)=N/NC(=O)CNc1ccccc1C
 : -0.1, 0.5, -3.4, 25.2, 5.0, 3.0, -1.4, -15.5, 0.0
> O=C(NC1CCCC1)c1csc2c1CCCC2
 : -3.3, 1.3, 7.2, 49.5, -1.6, 7.5, 0.0, 44.2, -1.8
> COC(=O)c1c(C)nc2ccccc2c1-c1ccccc1
 : -1.5, -0.6, 1.1, 26.4, -7.5, 2.4, -3.1, 18.8, -0.6
> CCc1ccc(NC(=O)c2onc(C)c2Cl)cc1
 : -1.0, 1.2, 0.6, 18.1, -4.0, 5.1, -4.3, 31.3, -0.5
> CCOC(=O)N1CCN(C(=O)CSc2ccc3nnc(-c4cccnc4)n3n2)CC1
 : 1.4, -0.9, 2.0, 20.3, -6.4, 3.5, 3.9, 10.5, 1.1
> COc1ccccc1C(O)c1nccn1C (stereo not given)
 : 2.5, 7.8, -0.2, 5.1, -3.2, -5.6, -2.2, -6.8, 1.4
> O=C(N/C(=C\c1ccc2c(c1)OCO2)C(=O)N1CCOCC1)c1cccs1
 : 1.3, -2.4, 5.3, -5.6, 1.2, 5.2, 7.8, 17.4, 0.0
> CCN(CC)CCCOC(=O)C1(c2ccccc2)CCCC1
 : -1.0, 1.4, 0.6, -11.1, 0.9, 2.7, -2.0, 20.4, 1.3
> Cc1cc(N=Cc2c(O)n(-c3ccc(C)c(C)c3)c(=O)c3ccccc23)no1
 : 0.5, -1.9, -1.6, 22.0, -6.2, 1.1, -3.6, 67.2, 0.0
> COc1ccc(OCC(O)CNC(=O)Nc2ccc(Cl)cc2)cc1 (stereo not given)
 : -0.9, 1.1, 4.3, 5.9, -8.6, -0.2, -1.7, 0.7, -0.2
> COc1ccc(N2CCN(C3CC(=O)N(c4ccc5c(c4)OCCO5)C3=O)CC2)cc1 (stereo not given)
 : -0.1, 2.7, -0.8, 6.7, -1.3, 0.6, -3.5, 5.3, 1.1
> CCOC(=O)c1sc(NC(=O)CSc2nnc(C)s2)c(C(=O)OCC)c1C
 : 1.3, 0.6, 0.6, 2.5, -8.5, 4.6, -2.2, 35.9, 0.6
> CCN(CC)C(=O)Cn1cc(C(=O)C(=O)NCc2cccs2)c2ccccc21
 : -0.1, 2.2, -2.5, 7.5, -7.1, 8.7, 0.6, 25.9, 0.5

Three entries already listed, arranged by molar mass, highest first:
Every second line gives: TRPN1 ag, TNF necrop inh, Wee1 degr inh, PPC-1+TRAIL kill, RBBP9 inhibitor, BaF3 tox, Ba/F3 V617F tox, CHOP inh, TRPML3 agonist
> COc1ccc(N2CCN(C3CC(=O)N(c4ccc5c(c4)OCCO5)C3=O)CC2)cc1 (stereo not given)
 : -0.1, 2.7, -0.8, 6.7, -1.3, 0.6, -3.5, 5.3, 1.1
> CCN(CC)C(=O)Cn1cc(C(=O)C(=O)NCc2cccs2)c2ccccc21
 : -0.1, 2.2, -2.5, 7.5, -7.1, 8.7, 0.6, 25.9, 0.5
> CCc1ccc(NC(=O)c2onc(C)c2Cl)cc1
 : -1.0, 1.2, 0.6, 18.1, -4.0, 5.1, -4.3, 31.3, -0.5
